KB-3-1 tox – kills parental KB-3-1 adenocarcinoma cells; actives 1.4% (n = 400,000); KB-3-1 viability, CellTiter-Glo ATP luminescence, 72 h; AID 1347075; Potency, µM (titrated, usually from 46.1 µM), without a hit: at the top dose activity change, negative = cytotoxic, hits mostly cytotoxic; note: potency is the fitted concentration of half-maximal effect; % is set by controls: 0 for no effect and ±100 for the full control effect; nearly all actives have a fitted effect of over 60% in size
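Cells are dispensed, compounds pinned in, plates held at 37 °C for 72 h, then CellTiter-Glo is added and luminescence read after 10 minutes. Cell line: parental KB-3-1 in phenol-red-free DMEM, 10% FBS.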
DRD3 agonist – D3 dopamine receptor (human) agonism | D3R DiscoveRx beta-arrestin cells, luminescence, 90 min | P35462 | AID 652048 | actives 0.58% (n = 410,000) | max activation, %; in the data active = max activation above about 30%; note: 0% is about no effect; mostly tested at two doses, the higher about 12 µM
Target sequence (P35462 whole entry, looked up): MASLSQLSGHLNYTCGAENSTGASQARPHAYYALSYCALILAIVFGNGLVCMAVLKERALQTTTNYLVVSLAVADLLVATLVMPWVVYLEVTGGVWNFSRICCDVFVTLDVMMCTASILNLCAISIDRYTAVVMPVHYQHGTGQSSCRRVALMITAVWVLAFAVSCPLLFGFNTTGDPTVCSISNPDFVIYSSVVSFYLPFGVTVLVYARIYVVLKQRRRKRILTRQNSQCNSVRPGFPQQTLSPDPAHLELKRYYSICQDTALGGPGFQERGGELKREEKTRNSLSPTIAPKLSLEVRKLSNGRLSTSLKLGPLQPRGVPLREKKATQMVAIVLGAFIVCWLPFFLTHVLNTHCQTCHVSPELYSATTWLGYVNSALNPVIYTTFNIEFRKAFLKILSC
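Agonist mode: compounds and dopamine controls were applied to plated cells for 90 min at 37 degrees C after an overnight attachment at 1500 cells/well. Luminescent read-out followed 30 - 60 minutes at room temperature with DiscoveRx detection reagent.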
KB-V1 cytotox – kills drug-selected multidrug resistant KB-V1 cells | actives 3.4% (n = 400,000) | KB-V1 MDR cells viability, CellTiter-Glo, 72 h | AID 1347076 | Potency, µM (top dose mostly 46.1 µM), without a hit: top-dose activity change, negative = cytotoxicity, actives largely listed as cytotoxic; note: potency is the fitted concentration of half-maximal effect; % is set by controls: 0 for no effect and ±100 for the full control effect; nearly all actives have a fitted effect of over 60% in size
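Compound-treated KB-V1 multidrug-resistant cells, 72 h, 37 degrees C; viability by CellTiter-Glo. Fitted qHTS curves give the values.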
Starred values were filed as active, the others as inactive; u = inconclusive. Unless noted, calls come from the whole dose curve; as a rule, active = well fitted cell-killing curve with a large enough effect; inconclusive = small, poorly fitted or top-dose-only effect, or effect the other way; inactive = flat fitted curve, though single readings scatter. These rows are one share of the data; count on the stated rates, not on these rows.

Results follow in this order: KB-3-1 tox, DRD3 agonist, KB-V1 cytotox
> O=C(CN1CCCN(Cc2ccc(F)cc2)S1(=O)=O)NCc1ccccc1Cl
→ -5%, -5, 8%
> COC(=O)c1ccc2c(c1)N(Cc1cc(C)ccc1C)C(=O)c1ccccc1S2(=O)=O
→ u, 2, -28%
> Cc1ccc(NC(=O)C2CCCN(c3nnc(C)c4c(C)n(-c5ccccc5)nc34)C2)c(Cl)c1 (stereo not given)
→ 7%, 7, -1%
> CCN1CCC(N(Cc2ccc3c(c2)OCO3)C(=O)Nc2ccccc2OC)CC1
→ -15%, -9, -3%
> Cc1ccc2oc3c(c(=O)c2c1)C(c1ccc(F)cc1)N(c1nc(C)c(C)s1)C3=O (stereo not given)
→ 6%, 0, u
> Cc1c(C(=O)Nc2cccc(C(F)(F)F)c2)sc2nc3n(c(=O)c12)CCCC3
→ -17%, 7, -1%
> Cc1ccc(-c2cc(C(=O)Oc3ccc(C#N)cc3)no2)cc1
→ 8%, -7, 0%
> CSc1cccc(NC(=O)c2ccc3c(c2)CCCN3S(C)(=O)=O)c1
→ -27%, -12, u
> COc1cc(C)ccc1OCCSc1nc2ccc(NC(=O)c3ccccc3F)cc2s1
→ 5%, 2, -11%
> CN(C)c1ccc(NC(=O)CSC2=Nc3ccccc3C3=NC(CC(=O)NCc4ccccc4)C(=O)N23)cc1 (stereo not given)
→ 15%, -19, 8%
> Cc1ccc(-c2cn3c(n2)sc2cc(C(=O)NCCCc4ccccc4)ccc23)c(C)c1
→ -7%, -1, 0%
> O=C(Nc1nc2ccc(Cl)cc2s1)c1cc(=O)c2ccccc2o1
→ 0%, 15, -9%
> COc1ccc(CCNC(=O)CCc2c(C)c3ccc(O)c(C)c3oc2=O)cc1
→ -6%, -1, -6%
> CCC(C)NC(=O)CSc1c2c(nc3cc(Cl)ccc13)CCCC2 (stereo not given)
→ 4%, 1, 1%
> COc1ccc(-c2cc(OC(=O)c3ccc(Cl)cc3)c3c(C)oc(C)c3c(=O)c2)cc1
→ -14%, 2, -26%
> CC(C)Oc1ccc(CNC(=O)C2CCN(Cc3cc4ccccc4n3Cc3ccccc3)CC2)cc1
→ u, -12, -5%
> CN(Cc1ccccc1)S(=O)(=O)c1ccc(-c2cnc(C3CC3)o2)cc1
→ 3%, 4, 1%
> Cc1c(C(=O)Nc2ccccc2Cl)sc2ncnc(N(C)C3CCCCC3)c12
→ 0%, 1, -6%
> COc1cc(C(=O)Nc2ccc(-c3nc4cc(C)c(C)cc4o3)cc2)cc(OC)c1OC
→ 5%, 9, 3%
> O=C(NCc1cccs1)C1CCN(C(=O)N2CCOc3ccc(Cl)cc32)CC1
→ 3%, 6, 5%
> Cc1cc(C)cc(NC(=O)c2cccc(N3CCCS3(=O)=O)c2)c1
→ 0%, -17, 6%
> Cc1ccccc1Nc1c(-c2ccc(Br)o2)nc2ccc(Cl)cn12
→ -10%, 3, -4%
> COc1ccc(CNC(=O)CCc2nc3cccnc3n2Cc2ccccc2)cc1
→ -7%, -4, 8%
> CCOC(=O)c1c(NC(=O)CCCOc2ccc(C)cc2)sc2c1CCC(C)C2 (stereo not given)
→ -3%, -3, 10%
> COc1ccc(CNC(=O)c2ccc3c(c2)N(Cc2ccccc2)CCS3)cc1
→ 6%, 2, 0%
> CSc1ccc(CCNC(=O)c2sc3ncccc3c2-n2cccc2)cc1
→ -1%, 7, 2%
> O=C(Nc1ccc(-c2nc3cc(NC(=O)c4ccc(F)cc4)ccc3o2)cc1)c1ccc(F)cc1
→ 1%, 10, -9%
> CCOC(=O)c1c(C)[nH]c(C)c1S(=O)(=O)N1CCCC(C(=O)N2CCN(c3cccc(Cl)c3)CC2)C1 (stereo not given)
→ u, 2, 0%
> CCOC(=O)c1cc2c(=O)n3ccccc3nc2n(CC2CCCO2)c1=NC(=O)c1ccccc1C (stereo not given)
→ 0%, 4, 5%
> COc1ccc(NC(=O)CSCc2cc(=O)c3cc(C)ccc3[nH]2)cc1
→ 1%, 4, u
> COC(=O)c1cc(NC(=O)CCc2c(C)nc3c4c(C)cc(C)nc4nn3c2C)cc(C(=O)OC)c1
→ -7%, -22, -17%
> CCc1ccc(Nc2sc(C(=O)c3ccccc3)c(N)c2S(C)(=O)=O)cc1
→ 7%, -5, 9%
> O=c1c(S(=O)(=O)c2ccccc2)cn(Cc2ccc(F)cc2)c2cc(N3CCOCC3)c(F)cc12
→ 0%, 2, -11%
> O=c1c2ccccc2n2c(-c3ccccc3F)nnc2n1CCc1ccccc1
→ 6%, 6, 0%
> O=C(NCC12CC3CC(CC(C3)C1)C2)c1cc2nc(-c3ccc(F)cc3)cc(C(F)(F)F)n2n1
→ 17%, -2, 15%
> Cn1c(=O)n(C)c2cc(N3CCOCC3)c(NC(=O)c3ccc(Cl)cc3)cc21
→ 2%, -12, -13%
> CC1CCN(c2ncnc3c2nnn3C)CC1
→ -5%, -15, 25%
> Cc1ccc(NC(c2nnc(-c3ccccc3)o2)c2ccccc2F)c([N+](=O)[O-])c1 (stereo not given)
→ -13%, -6, -1%
> O=C(NCC(c1cccnc1)N1CCN(Cc2ccccc2)CC1)C(=O)Nc1ccc(Cl)cc1 (stereo not given)
→ -28%, -15, -22%
> COc1cccc(CNC(=O)N2CCC(CN3CCC(C)CC3)CC2)c1
→ 7%, -12, 30%
> COc1cc(-c2noc(-c3ccc(NC4CCCCC4)c([N+](=O)[O-])c3)n2)cc(OC)c1OC
→ 2%, 3, 7%
> CCOc1ccc(Nc2oc(/C=C/c3ccc(F)cc3)nc2C#N)cc1
→ -17%, -13, u
> Cc1ccc2oc(C(=O)N(Cc3ccccc3F)C3CCS(=O)(=O)C3)c(C)c2c1 (stereo not given)
→ 0%, -4, -5%
> CCOc1ccccc1NC(=O)CSc1ncc2c(n1)-c1ccccc1N(CC)S2(=O)=O
→ -2%, 2, 2%
> COc1cccc(Nc2nc3ccccc3c3nncn23)c1
→ -15%, 10, -14%
> CC(=O)N1c2ccccc2CC1C(=O)N1CCN(c2ccc(F)cc2)CC1 (stereo not given)
→ -19%, 6, 3%
> Cc1ccc(-c2nnc(SCC(=O)NCc3ccccc3)nc2-c2ccc(C)cc2)cc1
→ u, -12, u
> Cc1ccc(-n2ncc3c(NCCCN4CCOCC4)ncnc32)cc1Cl
→ -16%, -16, -12%
> COc1cc(NS(=O)(=O)c2c(C(=O)N3CCCCC3)c(C)n(C)c2C)cc(OC)c1OC
→ 17%, 7, 4%
> Cc1ccc(NC(=O)c2cc3c(Cl)nc4ccc(C)cc4c3s2)c(Cl)c1
→ 2%, 6, 6%

Four compounds drawn at random from those above:
Results follow in this order: KB-3-1 tox, DRD3 agonist, KB-V1 cytotox
> Cc1c(C(=O)Nc2cccc(C(F)(F)F)c2)sc2nc3n(c(=O)c12)CCCC3
→ -17%, 7, -1%
> O=c1c2ccccc2n2c(-c3ccccc3F)nnc2n1CCc1ccccc1
→ 6%, 6, 0%
> COc1cc(NS(=O)(=O)c2c(C(=O)N3CCCCC3)c(C)n(C)c2C)cc(OC)c1OC
→ 17%, 7, 4%
> O=C(NCC(c1cccnc1)N1CCN(Cc2ccccc2)CC1)C(=O)Nc1ccc(Cl)cc1 (stereo not given)
→ -28%, -15, -22%

Other structures follow:
Results follow in this order: KB-3-1 tox, DRD3 agonist, KB-V1 cytotox
> COc1ccc(-c2noc(CSc3nnc(-c4ccncc4)n3-c3ccc(OC)cc3)n2)cc1
→ u, -1, -7%
> C=C(C)CSc1nc2sc3c(c2c(=O)n1-c1ccccc1)CCC(C)C3 (stereo not given)
→ -4%, 20, 26%
> CC1Cc2ccccc2N1C(=O)CSc1nnc(-c2ccccc2Cl)o1 (stereo not given)
→ -5%, 2, 1%
> COc1ccccc1CNC(=O)CCCn1nc(C)c2sc3ccccc3c2c1=O
→ 5%, 6, 2%
> Cc1ccc(NC(=O)C(=O)NCC2(c3ccccc3)CCCC2)cc1Cl
→ 9%, -1, 24%
> O=C(CC1N=C2c3ccccc3N=C(SCc3ccc(F)cc3)N2C1=O)NCc1cccs1 (stereo not given)
→ -2%, -10, 4%
> Cc1oc(-c2ccc(Cl)cc2)nc1CS(=O)CC(=O)NCc1ccc(Cl)cc1 (stereo not given)
→ 2%, 7, 3%
> Cc1ccc(-c2cn3nc(N4CCCC(C(=O)NCc5ccccc5F)C4)sc3n2)cc1 (stereo not given)
→ -13%, -5, 9%
> Cc1ccc(-n2c(SCC(N)=O)nc3c(oc4ccccc43)c2=O)cc1C
→ -19%, 1, -2%
> CCN(CC)S(=O)(=O)c1ccc2c(c1)N(CC(=O)N1CCN(c3ccc(OC)cc3)CC1)C(=O)CO2
→ 16%, 1, 3%
> CSc1cccc(NC(=O)c2cccc(N3CCCS3(=O)=O)c2)c1
→ -22%, 0, -7%
> O=c1cc(CSc2n[nH]c(-c3ccccc3)n2)[nH]c2ccccc12
→ u, -5, u
> CC(C)c1ccc(NC(=O)c2cc(S(=O)(=O)NCCc3ccccc3)ccc2F)cc1
→ u, -4, -26%
> COc1ccc(C)cc1-n1c(-c2ccc(Cl)cc2)cc2c1CC(C)(C)CC2=O
→ 1%, -9, 3%
> O=C(NCCc1ccccc1)c1ccc2c(c1)CCN2S(=O)(=O)c1ccc(Cl)cc1
→ -4%, -5, 1%
> O=C(Nc1cccc(Cl)c1)c1ccc2nc(CCc3ccccc3)oc2c1
→ 4%, -15, u
> COC(=O)c1sc2ncccc2c1-n1c(C)ccc1C
→ 21%, -2, 7%
> COc1ccc(CNC(=O)Cn2nnc(-c3ccc(C(F)(F)F)cc3)n2)cc1
→ 4%, 16, u
> COc1ccccc1NC(=O)CSC1=Nc2ccccc2C2=NC(CC(=O)NCc3ccco3)C(=O)N12 (stereo not given)
→ 4%, -18, 10%
> CCCCOc1ccc(C(=O)Nc2ccc(-c3nc4ccccc4s3)cc2C)cc1
→ 1%, 3, -28%

Reprinted from the part before: three compounds, then new ones.
Results follow in this order: KB-3-1 tox, DRD3 agonist, KB-V1 cytotox
> COc1ccc(CNC(=O)Cn2nnc(-c3ccc(C(F)(F)F)cc3)n2)cc1
→ 4%, 16, u
> COc1ccccc1NC(=O)CSC1=Nc2ccccc2C2=NC(CC(=O)NCc3ccco3)C(=O)N12 (stereo not given)
→ 4%, -18, 10%
> CCCCOc1ccc(C(=O)Nc2ccc(-c3nc4ccccc4s3)cc2C)cc1
→ 1%, 3, -28%
> COc1cc(NC(=O)CN2C(=O)CN(C)C(=O)c3ccccc32)cc(OC)c1OC
→ -10%, 0, 19%
> COc1ccc(CNC(=O)C(=O)Nc2ccc(OC)cc2OC)cc1
→ u, 7, -5%
> Cc1c(C(=O)Nc2ccc(F)cc2F)sc2nc3n(c(=O)c12)N=C(c1ccccc1)CS3
→ 7%, -4, 1%
> COc1ccc(OC)c(C2CC(=O)Oc3c2c(=O)n(C)c2ccccc32)c1 (stereo not given)
→ 1%, -6, -4%
> Cc1c(C)n(Cc2ccccc2)c2ccc(C(=O)NCc3ccccc3F)cc12
→ -4%, -5, -6%
> COC(=O)c1ccc(Cl)cc1NC(=O)Nc1nnc(N(C)Cc2ccccc2)s1
→ 11%, -1, 4%
> CC(C)CN1CCc2nc(N3CCN(C)CC3)ncc2C1
→ 1%, -12, 8%
> O=c1oc2c3c(ccc2c2ccccc12)OCN(Cc1ccccc1Cl)C3
→ 9%, -19, 15%
> Cc1cccc(C(=O)Nc2cccc(C(=O)OCc3cc(=O)n4ccsc4n3)c2)c1
→ -3%, -2, 19%
> O=C(c1c[nH]c2ccc(S(=O)(=O)Nc3ccccc3F)cc2c1=O)N1CCCCCC1
→ -7%, 5, 0%
> COc1cc(NS(=O)(=O)c2ccc(NC(=O)C(C)Oc3ccc(Cl)cc3Cl)cc2)nc(OC)n1 (stereo not given)
→ -3%, 2, 1%
> COc1cccc(NC(=O)CCc2nc(-c3ccc(C(C)(C)C)cc3)no2)c1
→ 6%, -2, -7%
> Cc1ccc2c(c1)C(c1ccccc1)N(C(=O)c1ccccc1F)CC(=O)N2 (stereo not given)
→ 0%, 7, -15%
> Cc1ccc(CNC(=O)CCCN2C(=O)c3cccnc3Oc3ccc(Cl)cc32)cc1
→ -3%, -21, 4%
> Cc1ccc([N+](=O)[O-])c(Oc2ncnc3c2oc2ccccc23)c1
→ 6%, 0, 0%
> COc1ccc(C2(CNC(=O)C(=O)Nc3ccc(C)c(Cl)c3)CCCC2)cc1OC
→ 10%, 7, 18%
> COc1ccc(C)cc1NC(=O)C(=O)NCC1(c2ccccc2)CCCC1
→ 1%, -18, 5%
> O=C(O)c1ccc2nc(-c3cc4cc(F)ccc4oc3=O)[nH]c2c1
→ -6%, -9, 0%
> COc1ccc(NC(=O)Cn2c(C)cc3ccccc3c2=O)c(OC)c1
→ 0%, 3, u
> COc1cccc(Cn2cc(C(=O)c3ccccc3)c(=O)c3cc4c(cc32)OCO4)c1
→ -6%, 5, -10%
> CCc1ccc(NC(=O)c2sc3ncnc(N(C)C4CCCCC4)c3c2C)cc1
→ 0%, -9, 0%
> Cc1ccc(CNC(=O)C(=O)Nc2c3c(nn2-c2ccc(F)cc2)CSC3)cc1
→ 0%, 0, 3%
> CC(C)Oc1ccc(C(=O)NCC(c2ccc(N(C)C)cc2)N2CCc3ccccc32)cc1 (stereo not given)
→ 1%, 0, -8%
